IP6K1 inh: blocks human inositol hexakisphosphate kinase 1; IP6K1 kinase, ADP-Glo luminescence, 2 h; hits give low values; 0.81% of 140,000 active; activity change, % (series mostly up to about 58 µM); Q92551; AID 1645851; in the data active = activity change below about -25%
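ADP-Glo luminescence measures ADP made by human IP6K1 during a 2 h RT reaction with ATP/IP6 (mix at 1.3 mM/130 uM); top library doses 57.5 and 19.1 uM final.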
HEK293 tox: cytotoxic compounds in HEK 293 cells | HEK 293 viability, ATP luminescence (CellTiter-Glo), 48-72 h | Potency, µM (series often up to 115 µM), without a hit: at the top dose activity change, negative = cytotoxicity, usual class: inhibitors | 6.6% of 94,000 active; note: potency is the fitted concentration of half-maximal effect; nearly all actives have a fitted effect of over 60% in size
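ATP-coupled CellTiter-Glo luminescence served as viability read-out, recorded 10 min after reagent addition at room temperature. HEK 293 cells, 250 cells/well, had been incubated with pintool-transferred compound for 48 or 72 hr at 37 degree Celsius.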
GPT2 inhibitor: GPT2 alanine aminotransferase inhibition. Recombinant GPT2, coupled pyruvate oxidase/HRP Amplex Red fluorescence. AID 1671188. 0.25% of 100,000 active. Potency, µM (doses to about 57.7 µM), for inactives: at the highest dose activity change, negative = inhibition, hits mostly inhibitors. Q8TD30; note: potency is the fitted concentration of half-maximal effect; nearly all actives have a fitted effect of over 60% in size; many of its hits are not listed in these tables
Target sequence (Q8TD30 whole entry, looked up): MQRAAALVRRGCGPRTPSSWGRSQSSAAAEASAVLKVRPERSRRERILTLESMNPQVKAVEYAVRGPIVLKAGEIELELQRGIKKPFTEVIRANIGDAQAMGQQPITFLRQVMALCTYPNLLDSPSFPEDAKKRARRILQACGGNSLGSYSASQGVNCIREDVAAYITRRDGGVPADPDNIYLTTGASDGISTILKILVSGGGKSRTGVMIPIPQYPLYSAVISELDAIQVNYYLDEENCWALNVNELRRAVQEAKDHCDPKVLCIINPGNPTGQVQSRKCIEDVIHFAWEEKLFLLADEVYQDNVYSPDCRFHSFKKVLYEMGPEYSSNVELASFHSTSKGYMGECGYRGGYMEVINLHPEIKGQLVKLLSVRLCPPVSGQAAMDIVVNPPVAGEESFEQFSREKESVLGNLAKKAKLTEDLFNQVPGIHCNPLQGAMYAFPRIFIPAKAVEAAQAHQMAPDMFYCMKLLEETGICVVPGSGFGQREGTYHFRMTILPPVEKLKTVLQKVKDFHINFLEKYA
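Recombinant GPT2 (10ng/uL) with 250uM a-KG and 2mM L-alanine, 30 min at room temperature, in HEPES pH 7.5 buffer. Pyruvate detected by pyruvate oxidase/HRP/Amplex Red fluorescence after 30 min in the dark; AOA (50uM) as positive control.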
SNCA expr inhib: SNCA gene expression inhibition | HEK-293 SNCA-luciferase knock-in, luminescence, 24 h | Potency, µM (top dose mostly 57.2 µM), for inactives: at the highest dose activity change, negative = inhibition, actives largely listed as inhibitors | 0.17% of 140,000 active;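 note: potency is the fitted concentration of half-maximal effect; plate controls were DMSO cells for no effect and cell-free wells for full effect; nearly all actives have a fitted effect of over 45% in size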
Luciferase inh: inhibitors of firefly (Photinus pyralis) luciferase. Potency, µM (doses to about 115 µM), inactives show at the highest dose activity change, negative = inhibition, hits mostly inhibitors. purified P. pyralis luciferase, luminescence, biochemical. AID 1347043. P08659. 2.5% of 76,000 active; note: potency is the fitted concentration of half-maximal effect; nearly all actives have a fitted effect of over 65% in size
Target sequence (P08659 whole entry, looked up): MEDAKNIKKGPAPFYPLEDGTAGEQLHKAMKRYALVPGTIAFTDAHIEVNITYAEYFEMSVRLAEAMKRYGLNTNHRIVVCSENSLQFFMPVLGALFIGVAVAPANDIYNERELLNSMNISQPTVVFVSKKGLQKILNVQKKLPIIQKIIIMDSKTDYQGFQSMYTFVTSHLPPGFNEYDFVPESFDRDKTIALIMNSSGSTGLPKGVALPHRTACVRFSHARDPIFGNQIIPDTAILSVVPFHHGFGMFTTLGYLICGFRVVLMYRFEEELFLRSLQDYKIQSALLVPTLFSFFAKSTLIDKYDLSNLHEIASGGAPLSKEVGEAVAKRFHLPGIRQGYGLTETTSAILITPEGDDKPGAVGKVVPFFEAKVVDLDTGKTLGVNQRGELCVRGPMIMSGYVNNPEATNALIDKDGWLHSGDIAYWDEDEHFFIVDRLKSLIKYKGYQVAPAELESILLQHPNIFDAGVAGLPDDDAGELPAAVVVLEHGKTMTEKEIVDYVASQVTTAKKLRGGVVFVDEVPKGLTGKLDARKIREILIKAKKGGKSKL
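Luminescence read by CCD imaging after purified firefly luciferase (10nM final) was added to substrate buffer holding 10uM D-luciferin and 10uM ATP, pH 7.5, pre-dosed with compound.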
NIH3T3 tox: NIH 3T3 cell cytotoxicity; Potency, µM (highest dose often 96.7 µM), inactives show top-dose activity change, negative = cytotoxicity, hits mostly inhibitors; 4.3% of 94,000 active; NIH 3T3 viability, CellTiter-Glo ATP luminescence, 48-72 h; note: potency is the fitted concentration of half-maximal effect; nearly all actives have a fitted effect of over 55% in size
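First NIH 3T3 cells are plated at 400 cells/well; next compound is pinned in; then plates incubate 48 or 72 hr at 37 °C; finally CellTiter-Glo is added and luminescence read after 10 min.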
SNCA viab count: reduces viability of HEK-293 SNCA reporter cells; HEK-293-SNCA-luc viability, GF-AFC fluorescence, 24 h; Potency, µM (highest dose often 57.1 µM), for the others: top-dose activity change, negative = cytotoxicity, usual class: cytotoxic; 0.12% of 150,000 active; AID 1671193;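 note: potency is the fitted concentration of half-maximal effect; 0% = DMSO-treated cells and -100% = medium-only wells without cells; nearly all actives have a fitted effect of over 30% in size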
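HEK-293-SNCA-luc cells (1500/well) plated 24 h, then exposed 24 h to a dilution series; GF-AFC added 30 min at 37C, fluorescence 405/540 nm; normalised to medium-only and DMSO wells, Hill fit.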
Active calls of the source: *; & = joins results of further samples; [ ] = dose if it differs, or a comment. Unless noted, calls come from the whole dose curve; as a rule, active = well fitted curve in the direction sought with a large enough effect; inconclusive = small, poorly fitted or top-dose-only effect, or another doubt; inactive = no such curve, though single readings can be large; an effect the other way counts as inactive or inconclusive. Unless noted, % is set by controls: 0 for no effect and ±100 for the full control effect.

What do the screens show for `CCOC(=O)N1CCN(C(=O)CN(c2ccccc2F)S(=O)(=O)c2ccc(C)cc2)CC1`?
IP6K1 inh: 12; SNCA expr inhib: 12%; SNCA viab count: 8%

Results for CCOCCn1c(=O)n(CCCN(C)C)c2cc(C(=O)O)cnc21 ?
IP6K1 inh: 12; HEK293 tox: -2%; GPT2 inhibitor: 1%; SNCA expr inhib: -13%; Luciferase inh: 2%; NIH3T3 tox: -19%; SNCA viab count: -14%

What do the screens show for `CCOc1ccc(-c2cc3n(n2)CCCN(C(=O)CCS(=O)(=O)c2ccc4c(c2)CCN4C(C)=O)C3)cc1`?
IP6K1 inh: 3; HEK293 tox: -11%; GPT2 inhibitor: -5%; SNCA expr inhib: -10%; NIH3T3 tox: -5%; SNCA viab count: 5%

Results for CCCSc1ccc2nc(NC(=O)OC)[nH]c2c1 ?
IP6K1 inh: 31; GPT2 inhibitor: 1%; SNCA expr inhib: 52%[25.6 µM]; SNCA viab count: -30%[23.9 µM]

How did CN(C)CC(O)c1cc2n(n1)CCCN(C(=O)c1cccc(N(C)C)c1)C2 (stereo not given) do in these assays?
IP6K1 inh: 7; HEK293 tox: -12%; GPT2 inhibitor: -6%; SNCA expr inhib: -22%; Luciferase inh: -13%; NIH3T3 tox: -3%; SNCA viab count: -3%

How did O=C(NC1CCN(Cc2cccc(-c3ccc(F)cc3F)c2)CC1)c1ccncc1 do in these assays?
IP6K1 inh: 5&8; HEK293 tox: 32µM*; NIH3T3 tox: inconclusive

What do the screens show for `COc1ccc(NC(=O)C(c2ccc(C)cc2)N(C)C(=O)/C=C\c2ccc3c(c2)OCO3)cc1` (stereo not given)?
IP6K1 inh: -4; SNCA expr inhib: 30%; SNCA viab count: -3%

Results for CCOc1ccc(/C=C/c2nc(C#N)c(Nc3ccc(OCC)cc3)o2)cc1 ?
IP6K1 inh: 10; SNCA expr inhib: 14%; SNCA viab count: -5%

Results for COc1ccccc1Nc1ccnc(N2CCC(C(=O)NCc3cccs3)CC2)n1 ?
IP6K1 inh: 12; HEK293 tox: inconclusive; GPT2 inhibitor: -6%; SNCA expr inhib: inconclusive; NIH3T3 tox: inconclusive; SNCA viab count: -15%

How did N#Cc1cccc(NC(=O)N[C@H]2[C@H](O)[C@@H](Oc3ccccc3)[C@@H]3OC[C@H]2O3)c1 do in these assays?
IP6K1 inh: -7; HEK293 tox: inconclusive; GPT2 inhibitor: inactive; SNCA expr inhib: -6%[87.6 µM]; Luciferase inh: 7%[172 µM]; NIH3T3 tox: -22%[174 µM]; SNCA viab count: -1%[87.6 µM]

Results for Cc1ccccc1C(=O)NC1CCN(c2ccc3nnc(C)n3n2)CC1 ?
IP6K1 inh: -1; HEK293 tox: -28%; NIH3T3 tox: -28%

Results for CCn1cnnc1-c1nn(C)c2c1CN(C(=O)c1noc(C)c1COc1cccc(C)c1)CC2 ?
IP6K1 inh: -6; HEK293 tox: -13%; GPT2 inhibitor: -17%; SNCA expr inhib: inconclusive; NIH3T3 tox: -15%; SNCA viab count: -14%

Next section; the last 4 above are carried over.
Results for COc1ccccc1Nc1ccnc(N2CCC(C(=O)NCc3cccs3)CC2)n1 ?
IP6K1 inh: 12; HEK293 tox: inconclusive; GPT2 inhibitor: -6%; SNCA expr inhib: inconclusive; NIH3T3 tox: inconclusive; SNCA viab count: -15%

How did N#Cc1cccc(NC(=O)N[C@H]2[C@H](O)[C@@H](Oc3ccccc3)[C@@H]3OC[C@H]2O3)c1 do in these assays?
IP6K1 inh: -7; HEK293 tox: inconclusive; GPT2 inhibitor: inactive; SNCA expr inhib: -6%[87.6 µM]; Luciferase inh: 7%[172 µM]; NIH3T3 tox: -22%[174 µM]; SNCA viab count: -1%[87.6 µM]

Results for Cc1ccccc1C(=O)NC1CCN(c2ccc3nnc(C)n3n2)CC1 ?
IP6K1 inh: -1; HEK293 tox: -28%; NIH3T3 tox: -28%

Results for CCn1cnnc1-c1nn(C)c2c1CN(C(=O)c1noc(C)c1COc1cccc(C)c1)CC2 ?
IP6K1 inh: -6; HEK293 tox: -13%; GPT2 inhibitor: -17%; SNCA expr inhib: inconclusive; NIH3T3 tox: -15%; SNCA viab count: -14%

What do the screens show for `CCc1ccc(C(=O)c2cn(CC(=O)Nc3cccc(OC)c3)c3ccc(OC)cc3c2=O)cc1`?
IP6K1 inh: -1; SNCA expr inhib: inconclusive; SNCA viab count: inconclusive

Results for CC(=O)Nc1ccc(S(=O)(=O)NCCS(=O)(=O)N2CCN(c3ccccc3F)CC2)cc1 ?
IP6K1 inh: 18; SNCA expr inhib: 15%; SNCA viab count: -7%

Results for Cc1csc(CN(C)C(=O)CC(c2ccccc2)c2ccc3c(c2)OCO3)n1 (stereo not given) ?
IP6K1 inh: 23; HEK293 tox: 45µM*; GPT2 inhibitor: 4%; SNCA expr inhib: 189%[activator]; Luciferase inh: 32µM*; NIH3T3 tox: -23%; SNCA viab count: 5%

What do the screens show for `Cc1c(C(=O)O)sc2ncnc(N3CCNC(C(=O)O)C3)c12` (stereo not given)?
IP6K1 inh: 9; HEK293 tox: inactive; GPT2 inhibitor: -23%; SNCA expr inhib: -5%; Luciferase inh: 3%; NIH3T3 tox: inactive; SNCA viab count: 9%

How did CN(C)C[C@@H]1CN(C)C[C@H]1NS(=O)(=O)c1ccc(Br)cc1 do in these assays?
IP6K1 inh: -5; HEK293 tox: -8%; GPT2 inhibitor: inconclusive; SNCA expr inhib: -20%; Luciferase inh: -3%; NIH3T3 tox: -2%; SNCA viab count: 4%

Results for CCc1[nH]nc(-c2nc(C3CC3)nn2-c2ccc(S(N)(=O)=O)cc2)c1C ?
IP6K1 inh: 7; HEK293 tox: inconclusive; GPT2 inhibitor: -4%; SNCA expr inhib: -27%; Luciferase inh: 10%; NIH3T3 tox: -26%; SNCA viab count: 4%

Results for CCc1noc(-c2cn(C3CCN(C(=O)c4ccc(OC)c(F)c4)CC3)nn2)n1 ?
IP6K1 inh: 19; HEK293 tox: 3%; GPT2 inhibitor: inactive; SNCA expr inhib: 1%; Luciferase inh: 6%; NIH3T3 tox: -2%; SNCA viab count: 3%

How did Cc1cccc(NC(=O)CSc2nc(=O)n(Cc3ccco3)c3c2CCC3)c1C do in these assays?
IP6K1 inh: 15; SNCA expr inhib: 0%; SNCA viab count: -1%

Results for COc1ccc(Cc2nc3ccc(C(=O)NCCc4ccc(OC)c(OC)c4)cc3o2)cc1 ?
IP6K1 inh: 3; SNCA expr inhib: inconclusive; SNCA viab count: -19%

How did Cc1nc2nc(NC(=O)C(C)C)[nH]n2c(=O)c1Cc1ccccc1 do in these assays?
IP6K1 inh: -21; SNCA expr inhib: 1%; SNCA viab count: -1%

How did CC(C)(C)CC(=O)N[C@H]1C[C@H]2C(=O)Nc3ccc(-c4ccsc4)cc3C(=O)N2C1 do in these assays?
IP6K1 inh: -17; HEK293 tox: inactive; GPT2 inhibitor: inactive; SNCA expr inhib: -4%[87.6 µM]; Luciferase inh: -3%[172 µM]; NIH3T3 tox: inactive; SNCA viab count: 9%[87.6 µM]

How did O=C(NC1CC(=O)N(c2cccc(F)c2)C1)c1ccc2c(c1)OCO2 (stereo not given) do in these assays?
IP6K1 inh: 5; SNCA expr inhib: 12%; SNCA viab count: 0%

How did CCC1CN(C(=O)N2CCC(C(=O)NCCc3ccc(OC)c(OC)c3)CC2)c2ccccc2O1 (stereo not given) do in these assays?
IP6K1 inh: 4; SNCA expr inhib: -11%; SNCA viab count: -10%

What do the screens show for `CSc1cccc(NC(=O)Cn2ccn3nc(-c4ccccc4)c(CO)c3c2=O)c1`?
IP6K1 inh: 5; HEK293 tox: -17%; GPT2 inhibitor: 2%; SNCA expr inhib: -8%; Luciferase inh: 3%; NIH3T3 tox: -12%; SNCA viab count: 4%

Results for COc1ccc(CCNC(=O)c2noc(-c3ccc(F)cc3)n2)cc1OC ?
IP6K1 inh: 7; HEK293 tox: inconclusive; GPT2 inhibitor: 4%; SNCA expr inhib: inconclusive; Luciferase inh: -4%; NIH3T3 tox: inconclusive; SNCA viab count: 5%

How did O=C(NCC(F)(F)F)c1nc2cccnc2n(Cc2ccccc2)c1=O do in these assays?
IP6K1 inh: 21; HEK293 tox: 1%; GPT2 inhibitor: inactive; SNCA expr inhib: -1%; NIH3T3 tox: -16%; SNCA viab count: -7%

How did CCc1nnc2c(Nc3ccccc3Br)nc3ccccc3n12 do in these assays?
IP6K1 inh: 4; SNCA expr inhib: 9%; SNCA viab count: -20%

Results for CC(C)c1noc([C@@H]2C[C@H]3C(=O)NCCCCCCN(C(=O)CC4CCCCC4)[C@H]3C2)n1 ?
IP6K1 inh: 1; HEK293 tox: inconclusive; GPT2 inhibitor: 1%; SNCA expr inhib: -28%; Luciferase inh: 1%; NIH3T3 tox: inconclusive; SNCA viab count: inconclusive

What do the screens show for `O=C([C@H]1CCCN1C(=O)c1ccccc1)N1CCC(N2CCOC2=O)CC1`?
IP6K1 inh: -7; HEK293 tox: inactive; GPT2 inhibitor: inactive; SNCA expr inhib: 25%; NIH3T3 tox: 3%; SNCA viab count: 2%

Results for Cn1c([C@H]2CCN(Cc3ccc(Cl)cc3)C2)nc2ccccc21 ?
IP6K1 inh: -2; HEK293 tox: inconclusive; GPT2 inhibitor: inactive; SNCA expr inhib: 3%[87.6 µM]; Luciferase inh: 10%[172 µM]; NIH3T3 tox: 100µM*; SNCA viab count: -21%[87.6 µM]

What do the screens show for `C#CCSc1nc2sc3c(c2c(=O)n1-c1cccc(OC)c1)CCN(C(C)=O)C3`?
IP6K1 inh: 0; SNCA expr inhib: 32%; SNCA viab count: -22%

What do the screens show for `Cc1cnc(CCNC(=O)Nc2ccc3c(c2)OCCO3)n1C1CC1`?
IP6K1 inh: 1; HEK293 tox: -25%; GPT2 inhibitor: inactive; SNCA expr inhib: 47%[activator]; Luciferase inh: 6.3µM*; NIH3T3 tox: -21%; SNCA viab count: -5%

What do the screens show for `O=C(NCCc1ccccc1)c1ccc2nnc(CC3CC3)n2c1`?
IP6K1 inh: -1; HEK293 tox: -6%[172 µM]; GPT2 inhibitor: -5%[88.5 µM]; SNCA expr inhib: -21%[87.6 µM]; NIH3T3 tox: inconclusive; SNCA viab count: -4%[87.6 µM]

What do the screens show for `COc1ccc(F)cc1-c1cccc(C(=O)NCCNC(=O)Nc2ccc(Cl)cc2)c1`?
IP6K1 inh: -4; HEK293 tox: inconclusive; GPT2 inhibitor: inactive; SNCA expr inhib: 35%[activator]; NIH3T3 tox: 32µM*; SNCA viab count: -5%

Results for O=C(NC1CCN(c2cc(-c3ccccc3)[nH]n2)C1)c1ccccc1Cl (stereo not given) ?
IP6K1 inh: 3; HEK293 tox: inconclusive; GPT2 inhibitor: inconclusive; SNCA expr inhib: -22%; Luciferase inh: -1%; NIH3T3 tox: -7%; SNCA viab count: -3%

This is a subset; the hit share may differ from the screen's.
